PRC2 inh: EZH2/PRC2 methyltransferase inhibitors, primary screen, biochemical, DELFIA time-resolved fluorescence, single point | Histone-lysine N-methyltransferase EZH2 (Homo sapiens), Q15910 | PRC2 H3K27 methylation, DELFIA TRF, 1 h | inhibition, % at 12.5 µM | actives 0.35% (n = 57,000) | AID 651548, 2012;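 active = mean inhibition of replicates at least 50% and every single replicate also reaching 50%; inconclusive = mean inhibition at least 50% but some replicate falls below 50%; inactive = mean inhibition under 50%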;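 note: dimethyl H3K27 on biotinylated H3 21-44 peptide detected by antibody; plate controls were median neutral control wells for no effect and median positive control wells for full effect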
IDH1 R132H inh: inhibitors of IDH1 R132H reductase, primary screen, biochemical, plate reader, single point | inhibition, % at 10 µM | Isocitrate dehydrogenase [NADP] cytoplasmic (Homo sapiens), O75874 | actives 0.18% (n = 70,000) | AID 624101, 2012 | diaphorase/resazurin fluorescence, 60 min; in the data active = inhibition above about 34%; inconclusive = no clear call, values can overlap the other calls; inactive = below about 11%;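 note: 0% = DMSO and 100% = no enzyme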
Target sequence (O75874 whole entry R132H): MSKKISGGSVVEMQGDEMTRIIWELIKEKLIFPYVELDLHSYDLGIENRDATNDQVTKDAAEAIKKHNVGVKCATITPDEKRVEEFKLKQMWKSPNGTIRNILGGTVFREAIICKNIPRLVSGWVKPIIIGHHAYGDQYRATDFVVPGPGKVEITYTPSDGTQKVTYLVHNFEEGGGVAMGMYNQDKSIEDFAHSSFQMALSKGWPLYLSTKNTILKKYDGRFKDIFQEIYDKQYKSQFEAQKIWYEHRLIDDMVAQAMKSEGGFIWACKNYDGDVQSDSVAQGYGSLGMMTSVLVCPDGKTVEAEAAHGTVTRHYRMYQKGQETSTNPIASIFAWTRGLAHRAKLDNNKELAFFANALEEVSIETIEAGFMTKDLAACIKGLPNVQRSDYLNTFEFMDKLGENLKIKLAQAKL
Numbers without * were called inactive; u = inconclusive; x = no result given; & = joins results of further samples. Some of the compounds tested; the hit share may differ from the screen's.

SMILES	PRC2 inh	IDH1 R132H inh
C[C@@H]1CN([C@H](C)CO)C(=O)Cc2cc(NC(=O)Nc3ccc4c(c3)OCO4)ccc2O[C@H]1CN(C)Cc1ccc(C(=O)O)cc1	x	0.4
CCCNC(=O)Nc1ccc2c(c1)OC[C@H](C)N(Cc1cncnc1)C[C@@H](C)[C@H](OC)CN(C)C2=O	-7	0.2
COc1ccc(NC(=O)Nc2cccc3c2O[C@H](CN(C)Cc2ccccc2)[C@@H](C)CN([C@H](C)CO)C3=O)cc1	x	3.1
C[C@@H]1CCCCO[C@@H](CN(C)S(=O)(=O)c2ccccc2)[C@H](C)CN([C@@H](C)CO)C(=O)c2cc(N(C)C)ccc2O1	-19	-0.7
Cc1noc(C)c1NC(=O)N(C)C[C@@H]1Oc2cc(C#CCC3CCCC3)ccc2S(=O)(=O)N([C@H](C)CO)C[C@@H]1C	-15	4.6
CN1CCN(C(=O)C[C@H]2C[C@H]3c4cc(NC(=O)Nc5ccc(C(F)(F)F)cc5)ccc4O[C@H]3[C@H](CO)O2)CC1	-5	0.1
Cc1noc(C)c1S(=O)(=O)N(C)C[C@@H]1Oc2ccc(NC(=O)Nc3ccc(F)cc3)cc2CC(=O)N([C@H](C)CO)C[C@@H]1C	x	0.4
C[C@@H]1CN([C@@H](C)CO)C(=O)c2cc(NC(=O)CCN3CCOCC3)ccc2O[C@@H]1CN(C)Cc1ccc(-c2ccccc2)cc1	-12	-0.6
COCC(=O)Nc1ccc2c(c1)C(=O)N(C)C[C@@H](OC)[C@@H](C)CN[C@@H](C)CO2	18	x
COc1ccc(NC(=O)N[C@H]2CC[C@H](CCNC(=O)c3ccccc3F)O[C@H]2CO)cc1	-6	0.2
C[C@H](CO)N1C[C@H](C)[C@H](CN(C)S(=O)(=O)c2ccc(Cl)cc2)Oc2ccc(NS(C)(=O)=O)cc2C1=O	x	-0.6
C[C@H](CO)N1C[C@H](C)[C@@H](CN(C)Cc2ccccc2)Oc2ncc(C#Cc3ccccn3)cc2C1=O	-11	-0.3
Cc1noc(C)c1S(=O)(=O)Nc1ccc2c(c1)CC(=O)N([C@@H](C)CO)C[C@@H](C)[C@@H](CN(C)C(=O)NC1CCCCC1)O2	x	4.3
C[C@H](CO)N1C[C@H](C)[C@@H](CN(C)Cc2cccc(F)c2)Oc2ncc(-c3cccc(F)c3)cc2C1=O	-7	-0.6
C[C@H]1CN([C@@H](C)CO)C(=O)c2cc(NC(=O)Cc3ccccc3)ccc2O[C@@H]1CN(C)S(C)(=O)=O	-3	-0.1
Cc1ccc(S(=O)(=O)Nc2ccc3c(c2)C(=O)N([C@H](C)CO)C[C@H](C)[C@@H](CN(C)CC2CC2)O3)cc1	6	x
C[C@@H]1CCCCO[C@@H](CN(C)C(=O)Nc2ccccc2)[C@@H](C)CN([C@H](C)CO)C(=O)c2cc(NC(=O)c3ccncc3)ccc2O1	x	3.1
CCC(=O)Nc1ccc2c(c1)OC[C@H](C)N(Cc1nccs1)C[C@H](C)[C@@H](OC)CN(C)C2=O	1	-0.2
C[C@H](CO)N1C[C@H](C)[C@H](CN(C)Cc2ccc3c(c2)OCO3)Oc2ccc(NC(=O)Nc3ccc(F)cc3)cc2C1=O	-12	-0.8
C[C@H](CO)N1C[C@H](C)[C@@H](CN(C)Cc2ccc(C(F)(F)F)cc2)Oc2ccc(NC(=O)C3CC3)cc2C1=O	-7	0.8
O=C(C[C@@H]1CC[C@H](NC(=O)C2CC2)[C@H](CO)O1)NCC1CC1	5	-0.8
C[C@@H]1CN([C@@H](C)CO)C(=O)Cc2cc(NS(=O)(=O)c3ccccc3)ccc2O[C@H]1CN(C)Cc1ccc(-c2ccccc2)cc1	x	0.1
CC(C)NC(=O)N(C)C[C@H]1OCc2ccccc2-c2ccccc2C(=O)N([C@H](C)CO)C[C@H]1C	13	0.4
C[C@@H]1CN([C@H](C)CO)S(=O)(=O)c2ccc(-c3ccc(F)cc3)cc2O[C@H]1CN(C)C(=O)c1ccccc1F	-27	-1.4
O=C(NCC[C@@H]1CC[C@@H](NC(=O)C2CCOCC2)[C@@H](CO)O1)c1cc(Cl)cc(Cl)c1	3	-0.2
NC(=O)c1c(NC(=O)C2CC(=O)N(c3ccc(Cl)cc3)C2)sc2c1CCCC2 (centres undefined)	-9	-0.3
O=C(C[C@@H]1C[C@H]2c3cc(NC(=O)C4CCOCC4)ccc3O[C@H]2[C@@H](CO)O1)NCc1ccccc1F	-1	-0.2
C[C@H](CO)N1C[C@H](C)[C@H](CN(C)Cc2ccncc2)Oc2ncc(C#CC3CC3)cc2C1=O	11&10	2.4
CC(C)NC(=O)N(C)C[C@H]1Oc2ccc(N(C)C)cc2C(=O)N([C@H](C)CO)C[C@H]1C	4	-0.4
Cc1ccc(-c2ccc3c(c2)O[C@H](CN(C)Cc2ccncc2)[C@H](C)CN([C@@H](C)CO)S3(=O)=O)cc1	-3	x
C[C@@H]1CN([C@@H](C)CO)C(=O)c2cc(NC(=O)Cc3cn(C)c4ccccc34)ccc2O[C@@H]1CN(C)Cc1ccc(C(F)(F)F)cc1	x	0.7
CO[C@@H]1CN(C)C(=O)c2cc(NC(C)=O)ccc2OC[C@@H](C)N(S(=O)(=O)c2cn(C)cn2)C[C@@H]1C	5	-0.2
Cc1ccc(S(=O)(=O)Nc2ccc3c(c2)C(=O)N([C@@H](C)CO)C[C@H](C)[C@@H](CN(C)C(=O)Nc2ccc(F)cc2)O3)cc1	-4	-0.1
COCC(=O)Nc1ccc2c(c1)C(=O)N(C)C[C@H](OC)[C@H](C)CN(C(=O)C1CCCC1)[C@@H](C)CO2	-24	0.1
COc1ccccc1-c1cnc2c(c1)C(=O)N([C@@H](C)CO)C[C@H](C)[C@@H](CN(C)C(=O)CC1CC1)O2	-8	0.1
Cc1ccc(S(=O)(=O)N(C)C[C@H]2Oc3ncc(C#CCC(C)C)cc3C(=O)N([C@H](C)CO)C[C@@H]2C)cc1	3	-3.5

A draw from above in order of length of the SMILES, largest number first:
SMILES	PRC2 inh	IDH1 R132H inh
CO[C@@H]1CN(C)C(=O)c2cc(NC(C)=O)ccc2OC[C@@H](C)N(S(=O)(=O)c2cn(C)cn2)C[C@@H]1C	5	-0.2
Cc1ccc(-c2ccc3c(c2)O[C@H](CN(C)Cc2ccncc2)[C@H](C)CN([C@@H](C)CO)S3(=O)=O)cc1	-3	x
COCC(=O)Nc1ccc2c(c1)C(=O)N(C)C[C@H](OC)[C@H](C)CN(C(=O)C1CCCC1)[C@@H](C)CO2	-24	0.1
C[C@H](CO)N1C[C@H](C)[C@H](CN(C)Cc2ccncc2)Oc2ncc(C#CC3CC3)cc2C1=O	11&10	2.4
CC(C)NC(=O)N(C)C[C@H]1Oc2ccc(N(C)C)cc2C(=O)N([C@H](C)CO)C[C@H]1C	4	-0.4
NC(=O)c1c(NC(=O)C2CC(=O)N(c3ccc(Cl)cc3)C2)sc2c1CCCC2 (centres undefined)	-9	-0.3

Further structures:
SMILES	PRC2 inh	IDH1 R132H inh
C[C@H]1CN([C@@H](C)CO)C(=O)c2cc(NS(=O)(=O)c3cccs3)ccc2O[C@@H]1CN(C)Cc1ccc(C(=O)O)cc1	x	0.8
C[C@@H]1CCCCO[C@H](CN(C)Cc2ccc(C(F)(F)F)cc2)[C@@H](C)CN([C@H](C)CO)C(=O)c2cc(NS(=O)(=O)c3ccc(Cl)cc3)ccc2O1	x	-15
O=C(C[C@H]1CC[C@H](NS(=O)(=O)c2cccc(F)c2)[C@@H](CO)O1)NCc1ccc2c(c1)OCO2	8	-0.2
C[C@@H]1O[C@@H](O[C@@H]2[C@@H](O)[C@H](O[C@@H]3[C@@H](O)[C@H](C)O[C@@H](O[C@H]4[C@H](O[C@H]5CC[C@@]6(C)C(CC[C@]7(C)C6CC=C6[C@@H]8CC(C)(C)CC[C@]8(C(=O)O)CC[C@]67C)[C@]5(C)CO)OC[C@H](O)[C@@H]4O)[C@@H]3O)O[C@H](CO)[C@H]2O[C@@H]2O[C@H](CO)[C@@H](O[C@@H]3OC[C@@H](O)[C@H](O)[C@H]3O)[C@H](O)[C@H]2O)[C@H](O)[C@H](O)[C@H]1O (some centres undefined)	x	0.5
COc1ccc(-c2cnc3c(c2)C(=O)N([C@H](C)CO)C[C@H](C)[C@H](CN(C)C(=O)NC2CCCCC2)O3)cc1	-13	1.5
O=S(=O)(NCC[C@@H]1CC[C@@H](NS(=O)(=O)c2ccccc2Cl)[C@H](CO)O1)c1ccc(Cl)cc1	-13	-0.3
CN(C)CCCNC(=O)C[C@H]1CC[C@H](NC(=O)Cc2cccnc2)[C@H](CO)O1	4	0.2
C[C@H]1CN([C@@H](C)CO)C(=O)c2cc(C#CC3(O)CCCC3)cnc2O[C@H]1CN(C)C(=O)Cc1ccncc1	x	0.2
C[C@H](CO)N1C[C@H](C)[C@@H](CN(C)Cc2cncnc2)Oc2cc(/C=C/c3ccccc3)ccc2S1(=O)=O	x	-0.4
Cc1cccc(S(=O)(=O)N[C@H]2CC[C@@H](CCNC(=O)CCN3CCCCC3)O[C@@H]2CO)c1	3	0.1
C[C@H](CO)N1C[C@H](C)[C@@H](CN(C)C)Oc2ccc(NC(=O)Nc3ccccc3)cc2C1=O	-5	0.0
Cc1[nH]c(=O)[nH]c(=O)c1NS(=O)(=O)c1ccc2c(c1)CCCC2	x	-0.3
O=C(C[C@H]1C=C[C@H](NS(=O)(=O)c2ccc(F)cc2)[C@@H](CO)O1)NCCc1ccncc1	4	0.0
O=[N+]([O-])c1cccc2cn[nH]c12	-6	0.7
N#Cc1ccc(/C=N/NC(=O)CCCCCCC(=O)NO)cc1	7	0.4
O=C(C[C@H]1CC[C@@H](NC(=O)c2ccc(F)cc2)[C@@H](CO)O1)NCCc1ccccc1	-7	0.1
CO[C@H]1CN(C)C(=O)c2cc(NC(=O)c3cc(C)on3)ccc2OC[C@H](C)N(CC2CC2)C[C@@H]1C	-6	-0.1
COCC#Cc1ccc2c(c1)O[C@H](CN(C)S(=O)(=O)c1ccc(F)cc1)[C@H](C)CN([C@H](C)CO)S2(=O)=O	x	0.5
COc1ccccc1-c1cn(CC[C@H]2CC[C@H](NC(=O)NC(C)C)[C@H](CO)O2)nn1	-4	u
COc1ccc(S(=O)(=O)Nc2ccc3c(c2)C(=O)N([C@H](C)CO)C[C@H](C)[C@@H](CN(C)C(=O)CCCN(C)C)OCCCC[C@@H](C)O3)cc1	x	-2.2
C[C@H](CO)N1C[C@H](C)[C@@H](CN(C)C(=O)Nc2ccc(C(F)(F)F)cc2)Oc2c(NS(=O)(=O)c3ccc(Cl)cc3)cccc2C1=O	x	1.7
Cc1ccccc1C(=O)Nc1ccc2nc(SCC(=O)Nc3ccc([N+](=O)[O-])cc3)sc2c1	-17	-0.2
C[C@@H]1CN([C@H](C)CO)C(=O)c2cc(C3=CCCCC3)cnc2O[C@@H]1CN(C)Cc1cccnc1	x	4.1
COc1cc2nc3occc3c(OC)c2cc1OCC(O)C(C)(C)O (centres undefined)	9	-0.1

Not a retest: 2 of the compounds above.
SMILES	PRC2 inh	IDH1 R132H inh
O=C(C[C@H]1C=C[C@H](NS(=O)(=O)c2ccc(F)cc2)[C@@H](CO)O1)NCCc1ccncc1	4	0.0
O=[N+]([O-])c1cccc2cn[nH]c12	-6	0.7

Later entries
SMILES	PRC2 inh	IDH1 R132H inh
C[C@H](NC(=O)C[C@H]1CC[C@@H](NC(=O)Cc2ccccn2)[C@@H](CO)O1)c1ccccc1	3	0.3
O=C(NCc1nc2ccccc2[nH]1)C1=C[C@@H](c2csc3ccccc23)C[C@@H](OCc2ccc(CO)cc2)O1	4	x
COc1cc(C(=O)OCC2(O)COC(OCC3OC(Oc4c(OC)cc(CO)cc4OC)C(O)C(O)C3O)C2O)cc(OC)c1O (centres undefined)	x	-0.6
CC(C)NC(=O)Nc1ccc2c(c1)C(=O)N([C@@H](C)CO)C[C@H](C)[C@@H](CN(C)C(=O)c1ccncc1)OCCCC[C@H](C)O2	-14	0.5
C[C@@H]1CCCCO[C@H](CN(C)C(=O)Nc2cccc3ccccc23)[C@H](C)CN([C@@H](C)CO)C(=O)c2cc(NC(=O)CCC(F)(F)F)ccc2O1	x	4.5
CO[C@@H](CN(C)C(=O)c1ccccc1F)[C@@H](C)CN([C@H](C)CO)S(=O)(=O)c1ccc(F)cc1	-10	0.5
Cc1ccc(N(C(C)C(=O)Nc2cccc(C(F)(F)F)c2)S(C)(=O)=O)cc1 (centres undefined)	-4	-0.3
C=C1CC[C@H]2[C@](C)(CCC[C@]2(C)C(=O)OC)[C@H]1CC/C(C)=C/C(=O)O	x	0.3
CC(=O)c1cccc(NC(=O)CCN2C(=O)c3ccccc3C2=O)c1	-7	0.0
N#C[C@H]1[C@@H](c2ccccc2)[C@@H](CO)N1S(=O)(=O)c1cccc(F)c1	x	0.9
Cc1ccc(S(=O)(=O)Nc2ccc3c(c2)CC(=O)N([C@@H](C)CO)C[C@H](C)[C@@H](CN(C)Cc2ccc(Oc4ccccc4)cc2)O3)cc1	x	1.1
CC(C)NC(=O)Nc1cccc2c1O[C@@H](CN(C)Cc1ccc(Oc3ccccc3)cc1)[C@H](C)CN([C@H](C)CO)C2=O	-16	-0.4
COc1ccc(-c2cnc3c(c2)C(=O)N([C@@H](C)CO)C[C@H](C)[C@@H](CN(C)C(=O)NC2CCCC2)O3)cc1	2	1.1
COc1ccc(NC(=O)Nc2ccc3c(c2)[C@@H]2C[C@@H](CC(=O)NCc4ccncc4)O[C@H](CO)[C@@H]2O3)cc1	5	0.1
CC(C)NC(=O)N(C)C[C@@H]1Oc2ccc(NC(=O)NC3CCCCC3)cc2C(=O)N([C@@H](C)CO)C[C@@H]1C	x	-2.2

Screening results as filed in PubChem BioAssay.
